Giardia killer: kills Giardia lamblia | Giardia lamblia trophozoite viability | activity change, % at 7.66 µM, hits read low | hit rate 0.15% among 340,000 | AID 540267; in the data active = activity change below about -80%; inconclusive = between about -30% and that limit;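 also: parasites exposed to compound for two days anaerobically before the ATP read; % is scaled to controls: 0 for no effect and ±100 for the full control effect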
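Giardia lamblia trophozoites (100 cells/well) were incubated with compounds for 48 h at 37 deg C under anaerobic conditions. Viability was read as ATP content by one-step luminescence after 15-30 min at room temperature.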
Tb PFK block: inhibitors of T. brucei phosphofructokinase. O15648. T. brucei PFK, ADP-Glo luminescence. Potency, µM (top dose mostly 57.5 µM), for the others: top-dose activity, negative = inhibition, most hits filed as inhibitors. hit rate 0.17% among 330,000;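 also: potency is read from the fitted curve at half-maximal effect; 0% = uninhibited 1x PFK enzyme wells and -100% = no-enzyme wells; nearly all actives have a fitted effect of over 60% in size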
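Activity is normalized to no-enzyme wells (full inhibition) and 1.25 nM enzyme wells (no inhibition). Reaction: 0.5 mM F6P, 0.1 mM ATP, 45 min RT, ADP-Glo luminescence; concentration-response curves fitted and classed by quality.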
KCNH2 WT inh: blocks the wildtype human KCNH2 potassium channel; hit rate 0.37% among 340,000; Q12809; AID 720551; activity change, % at 1.84 µM; U2OS, BacMam KCNH2, thallium flux FluxOr; stronger effect = lower value;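 active = maximum activity change below -70%; inconclusive = maximum activity change between -70% and -50%; inactive = maximum activity change above -50%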; also: % is scaled to controls: 0 for no effect and ±100 for the full control effect
Target sequence (Q12809 whole entry, looked up): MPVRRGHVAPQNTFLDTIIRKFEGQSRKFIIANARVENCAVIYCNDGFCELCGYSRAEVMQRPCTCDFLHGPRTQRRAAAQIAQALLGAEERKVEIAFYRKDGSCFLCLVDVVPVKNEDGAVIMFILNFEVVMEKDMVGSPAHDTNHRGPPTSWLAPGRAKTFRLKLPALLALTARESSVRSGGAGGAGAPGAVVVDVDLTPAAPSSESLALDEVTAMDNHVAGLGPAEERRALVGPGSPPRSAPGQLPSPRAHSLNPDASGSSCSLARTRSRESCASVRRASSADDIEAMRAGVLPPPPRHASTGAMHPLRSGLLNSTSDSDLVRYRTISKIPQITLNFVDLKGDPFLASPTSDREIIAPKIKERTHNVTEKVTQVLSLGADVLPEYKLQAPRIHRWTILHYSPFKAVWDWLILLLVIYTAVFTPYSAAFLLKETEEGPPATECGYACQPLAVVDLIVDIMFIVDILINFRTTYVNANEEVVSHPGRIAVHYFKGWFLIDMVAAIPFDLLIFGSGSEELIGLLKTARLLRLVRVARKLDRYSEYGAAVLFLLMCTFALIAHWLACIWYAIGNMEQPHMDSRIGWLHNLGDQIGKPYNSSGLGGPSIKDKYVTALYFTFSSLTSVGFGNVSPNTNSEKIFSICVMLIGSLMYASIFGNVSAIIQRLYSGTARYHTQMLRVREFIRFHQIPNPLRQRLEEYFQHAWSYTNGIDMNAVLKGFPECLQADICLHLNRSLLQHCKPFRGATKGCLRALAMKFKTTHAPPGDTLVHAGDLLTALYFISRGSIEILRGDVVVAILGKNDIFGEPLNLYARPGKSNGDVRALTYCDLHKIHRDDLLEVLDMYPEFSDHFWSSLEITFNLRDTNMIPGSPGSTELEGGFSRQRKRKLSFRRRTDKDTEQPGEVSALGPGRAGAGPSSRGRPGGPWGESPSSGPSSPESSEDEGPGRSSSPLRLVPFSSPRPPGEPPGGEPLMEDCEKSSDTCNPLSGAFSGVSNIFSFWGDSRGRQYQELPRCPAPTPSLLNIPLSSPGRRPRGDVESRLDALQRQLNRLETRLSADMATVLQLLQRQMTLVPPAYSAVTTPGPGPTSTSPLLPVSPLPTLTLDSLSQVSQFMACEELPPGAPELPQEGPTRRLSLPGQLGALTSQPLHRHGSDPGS
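U2OS cells were transduced with wild-type KCNH2 virus (2.03 x 10^8 / mL) for 4 h at room temperature, then cultured overnight at 37 C. Thallium flux was read with FluxOr dye. Rate constants were normalized to DMSO controls.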
TSHR antag: antagonists of human thyroid stimulating hormone receptor; P16473; TSHR-expressing cells, TSH-stimulated cAMP HTRF, 2 h; stronger effect = lower value; activity change, negative = inhibition, % at 11.5 µM; AID 504810; hit rate 0.2% among 330,000;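 active = activity change below a set negative limit, meaning inhibition stronger than a set level, cut at about -70% in these data; inconclusive = activity change between two set negative limits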; also: % is scaled to controls: 0 for no effect and ±100 for the full control effect
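TSHR-expressing cells were treated with compounds, then stimulated with TSH at EC80 (4nM final) for 2 hours at 37 deg C. Cellular cAMP was measured by HTRF competition between lysate cAMP and cAMP-d2 for a cryptate-labelled anti-cAMP antibody.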
TCR activator: activates T cell receptor signaling; primary human leukocytes, anti-CD3, IL-2 HTRF, 48 h; Potency, µM (top dose mostly 9.22 µM), for the others: at the highest dose activation of IL-2 secretion, hits mostly activators; 330,000 tested, under 10 active; AID 504894; also: % of control where 0% means no effect
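IL-2 release read by HTRF sandwich (Eu cryptate donor, d2 acceptor, 665 nm emission) after 48 hr exposure of primary human leukocytes to compound together with anti-CD3 beads in the absence of co-stimulatory signals.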
GALK inhibitor: inhibitors of human galactokinase. Purified GALK, Kinase-Glo residual ATP luminescence. Potency, µM (titrated, usually from 57.5 µM), inactives show at the highest dose activity change, negative = inhibition, most hits filed as inhibitors. hit rate 0.007% among 270,000; also: potency is read from the fitted curve at half-maximal effect; % is scaled to controls: 0 for no effect and ±100 for the full control effect
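Galactose (100 uM) and ATP (35 uM) were turned over by 5 nM GALK for 1 h at RT. Kinase-Glo Plus then converted the remaining ATP into a luminescent signal.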
AT treatment: potential ataxia-telangiectasia treatment; […] A-T fibroblasts, KAP-1 phosphorylation AlphaLISA; neocarzinostatin DNA damage 30 min before lysis; Potency, µM (titrated, usually from 57.5 µM), for inactives: at the highest dose activation, usual class: activators; hit rate 0.19% among 320,000; also: potency is read from the fitted curve at half-maximal effect; % of control where 0% means no effect; nearly all actives have a fitted effect of over 45% in size
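hTERT-immortalized A-T patient fibroblasts ([…]), 500 cells/well in OPTI-MEM, 1% FBS, got compounds for 60 min, then NCS for 30 min at 37C. Lysates were then assayed for phospho-KAP-1 by AlphaLISA (anti-pKAP1 donor, anti-KAP1 acceptor beads), 6 hr at 25C.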
BCR signal inh: chronic active BCR signaling inhibition; ABC-DLBCL IkBa-CBG/CBR reporter, luminescence ratio, 4 h; Potency, µM (top dose mostly 46.1 µM), inactives show at the highest dose ratio change, negative = lower green/red ratio, hits mostly inhibitors; hit rate 0.05% among 340,000; AID 493014; active = well fitted inhibition curve with a large enough effect in the signal ratio, with a control signal flat, not every such curve was filed as active; inconclusive = small, poorly fitted or top-dose-only effect, or effect the other way, or a change in a side signal; the % refers to the signal ratio;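 also: potency is read from the fitted curve at half-maximal effect; plate controls were basal doxycycline-induced cells for no effect and cells given 10 µM MG132 for full effect; MG132 reads +100%, hits lower the ratio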
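Concentration-response series (up to 46 uM) were applied to TMD8 dual-reporter cells for 4 h at 37C with doxycycline. Green/red ratio, after filter-overlap correction, defined %Activity; red signal alone was normalised to basal cells and zero luminescence.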
Coupling enz: inhibits coupling enzyme system, counter-screen for aldolase hits; coupling enzyme system counterscreen, AmpLite Red fluorescence; activity change, negative = inhibition, % at 58.2 µM, hits read low; hit rate 0.67% among 290,000; in the data active = activity change below about -30%; also: % is scaled to controls: 0 for no effect and ±100 for the full control effect
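Coupling enzymes only (glyceraldehyde-3-phosphate) + compound, at 57.5 uM final, 10 min RT; add substrate/coupling/AmpLite Red mix, 20 min RT; fluorescence ex 525/em 598 nm. Actives flag coupling-system interference.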
MLL CXXC-DNA inh: inhibitors of human MLL CXXC domain-DNA interaction. Potency, µM (series often up to 115 µM), for inactives: top-dose activity change, negative = inhibition, most hits filed as inhibitors. MLL-CXXC / FITC-HOXA9 DNA fluorescence polarization. AID 2662. hit rate 0.037% among 290,000; active = well fitted inhibition curve with a large enough effect in the polarisation, with a control signal flat, not every such curve was filed as active; inconclusive = small, poorly fitted or top-dose-only effect, or effect the other way, or a change in a side signal; inactive = no such curve, though single readings can be large or run the other way; the % refers to the polarisation; also: potency is read from the fitted curve at half-maximal effect
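Steps: dispense CXXC domain solution (7 uM) → pin compounds or unlabeled HOX-A9 DNA control → 5 min ambient → add FLSN-HOX-A9 solution (50 nM) → spin → 30 min ambient → fluorescence polarization. Tris pH 7.5/NaCl/DTT/BSA buffer.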
* = called active by the depositor; ? = inconclusive; . = not tested or not shown; [ ] = remark or other dose. Unless noted, calls follow the shape of the dose curve; as a rule, active = well fitted curve in the direction sought with a large enough effect; inconclusive = small, poorly fitted or top-dose-only effect, or another doubt; inactive = no such curve, though single readings can be large; an effect the other way counts as inactive or inconclusive.

| no. | smiles | Giardia killer | Tb PFK block | KCNH2 WT inh | TSHR antag | TCR activator | GALK inhibitor | AT treatment | BCR signal inh | Coupling enz | MLL CXXC-DNA inh |
| --- | --- | --- | --- | --- | --- | --- | --- | --- | --- | --- | --- |
| 1 | O=C(c1ccccc1)[C@@H]1[C@@H]2C(=O)N(c3ccc(F)cc3)C(=O)[C@@H]2C2CCCN21 (stereo partly drawn) | -17 | -9% | 2 | -2 | 4% | 1% | -2% | ? | 1 | -13% |
| 2 | CC1CCCCN1S(=O)(=O)c1ccc(C(=O)Nc2nnc(C3=COCCO3)o2)cc1 (stereo not drawn) | -18 | 3% | 14 | 4 | -1% | 3% | 0% | 2% | . | -4% |
| 3 | C=CCNC(=O)C1CCC(CNc2nc(=S)[nH]c3ccccc23)CC1 (stereo not drawn) | 4 | -3% | 4 | -2 | -2% | -1% | 0% | -5% | -1 | 8% |
| 4 | Cc1cc(Cl)ccc1NC(=S)NC1CCCC1 | 22 | 1% | -25 | -18 | 9% | . | 0% | ? | 4 | -8% |
| 5 | O=C(NC(Cc1ccccc1)C(=O)N1CCc2ccccc2C1)c1ccccc1 (stereo not drawn) | -14 | 1% | -2 | -9 | -5% | 11% | 0% | 0% | -1 | ? |
| 6 | CCOc1cc(Br)c(/C=C2/C(=O)N(C)C(=S)N2CC(=O)OC)cc1OC | 2 | -2% | -6 | -8 | 2% | 5% | -2% | 3% | 1 | ? |
| 7 | Cn1c(=O)c2c(SCC(=O)Nc3ccccc3F)nc(C3CC3)nc2n(C)c1=O | -14 | -2% | -9 | 2 | 5% | 6% | 7% | -1% | . | 4% |
| 8 | Clc1ccccc1CSc1nncn1NC/C=C/c1ccccc1 | -4 | 3% | -17 | -15 | 3%[46.1 µM] | -2% | -2% | -16% | 0 | 3% |
| 9 | O=C(NCCCN1CCCC1=O)c1ccc(NS(=O)(=O)c2ccccc2)cc1 | -25 | 0% | -8 | -4 | 2% | . | 7% | 1% | . | . |
| 10 | CC(C)N(C(=O)CSc1nnc(NC(=O)c2cccs2)s1)C(C)C | -12 | -2% | -2 | 4 | 5%[46.1 µM] | 0% | . | -1% | 7 | -3% |
| 11 | CC1CCCC(NC(=O)CSc2ncnc3ccccc23)C1C (stereo not drawn) | 15 | 2% | 1 | . | 4% | . | 9% | -25% | . | . |
| 12 | O=C(CCn1nc(-c2ccccc2)ccc1=O)NCCCN1CCCCCC1 | -17 | 4% | 6 | 5 | -3% | 3% | -4% | -5% | 0 | 4% |
| 13 | CC1(C)Cc2c(cnn2-c2cccc(F)c2)C(NC(=O)Cn2cccn2)C1 (stereo not drawn) | 11 | 0% | 4 | -2 | -22% | -8% | 0% | -2% | . | 21% |
| 14 | O=C1c2ccccc2C(=O)N1c1cccnc1 | 6 | . | -1 | . | -1% | -1% | . | . | -2 | -1% |
| 15 | CC(C)CNC(=S)NC(=O)c1ccc(Cl)cc1Cl | -13 | 9% | -1 | -2 | 3%[46.1 µM] | 0% | -3% | -6% | -1 | 5% |
| 16 | COc1ccc(OC)c2nc3c(cc12)CCC3 | 28 | -5% | -2 | 25 | -5% | 6% | 45% | 0% | 0 | 1% |
| 17 | COc1ccccc1C(c1nnnn1Cc1ccccc1)N1CCN(C2CCCC2)CC1 (stereo not drawn) | 3 | 0% | 6 | -7 | 4%[46.1 µM] | -2% | -1% | 10% | 3 | -3% |
| 18 | O=C(Nc1ccc(Cl)c(Cl)c1)N1CC=CCC1 | 0 | -17% | 4 | -10 | 2% | 0% | 9% | -17% | -3 | -7% |
| 19 | C/C(=N\NS(=O)(=O)c1ccc(Br)cc1)c1ccc2c(c1)OCO2 | -10 | -18% | -6 | 17 | 4% | 1% | 0% | ? | -2 | 4% |
| 20 | Cc1ccc(C)c(N2CCN(S(=O)(=O)c3ccc4c(c3)CC(=O)N4C)CC2)c1 | -8 | 2% | -6 | 2 | -1% | 3% | -7% | 7% | 4 | 20% |
| 21 | CCn1nc(NS(=O)(=O)c2ccc(NC(C)=O)cc2)c2cc3cc(C)ccc3nc21 | 1 | 15% | 3 | 10 | -1% | -5% | -1% | 3% | . | -6% |
| 22 | CC(C)(O)C#Cc1ccc(CNC[C@H]2O[C@@H](n3cnc4c(N)ncnc43)[C@H](O)[C@@H]2O)s1 | ? | -3% | -31 | 5 | -6%[46.1 µM] | . | -18% | 0% | . | . |
| 23 | O=C(Cc1ccc(Cl)c(Cl)c1)Nc1ccc(SC(F)F)cc1 | -3 | ? | -17 | -46 | -1%[46.1 µM] | -4% | 1% | 6% | -7 | 0% |
| 24 | O=C(/C=C/c1ccc([N+](=O)[O-])cc1)c1cccs1 | -19 | -3% | 4 | 2 | 2% | 5% | -6% | 2% | 1 | -15% |
| 25 | COc1ccc(CCNS(=O)(=O)c2ccc(Br)cc2)cc1 | -14 | 1% | -1 | -11 | 4% | -3% | 5% | ? | -3 | -7% |
| 26 | CC(=O)N1c2c(cc(Br)cc2S(=O)(=O)NCc2ccc(C)cc2)CC1C (stereo not drawn) | -4 | 3% | 16 | -14 | 1% | 4% | -2% | -10% | -6 | -2% |
| 27 | N#Cc1nc(Cc2ccccc2)oc1NCCN1CCOCC1 | 3 | 0% | 2 | -4 | 0% | -2% | -3% | 1% | 0 | -3% |
| 28 | COc1ccc(C(CNC(=O)COc2ccccc2)N2CCCCC2)cc1 (stereo not drawn) | 21 | 0% | 1 | -1 | -5% | . | -5% | 1% | . | . |
| 29 | O=C(O)CC(c1ccccc1)N1C(=O)c2cccc([N+](=O)[O-])c2C1=O (stereo not drawn) | -25 | 0% | 8 | 4 | 0% | 5% | -1% | 1% | 0 | 1% |
| 30 | CCCCNc1cc(C)nc(N2CCOCC2)n1 | 7 | 1% | 5 | 6 | -2% | 1% | . | 12% | -2 | -6% |
| 31 | CC1CC(=O)N(CC(=O)Nc2ccc(Br)cc2)c2ccccc2S1(=O)=O (stereo not drawn) | -5 | -3% | -4 | -6 | 7% | 0% | 2% | -28% | -1 | 10% |
| 32 | O=C(CCS(=O)(=O)Cc1ccccc1)NCCc1ccccc1 | 6 | 2% | -15 | 2 | 19% | 3% | -3% | 0% | 1 | -10% |
| 33 | Cc1ccc(NC(=O)CN2C(=O)NC(C)(c3ccccc3)C2=O)c(C)c1 (stereo not drawn) | -7 | -5% | 0 | 19 | 0% | -2% | 10% | 2% | -3 | ? |
| 34 | CN(C)CCNC(=O)c1ccc2c(c1)N(Cc1ccc(F)cc1)CCS2 | -27 | 4% | 5 | -1 | 6% | 1% | 15% | -12% | 0 | 6% |
| 35 | CCCOc1ccc(OCCCCNC(C)CC)cc1 (stereo not drawn) | -1 | -3% | 5 | 4 | -3% | -1% | 1% | 1% | -1 | 0% |
| 36 | COc1ccccc1CNC(=O)COC(=O)c1sc(C)nc1C | -6 | 0% | -32 | -4 | . | . | 3% | -3% | . | . |
| 37 | Cc1ccc2c(c1)/C(=N/O)CCS2 | -14 | -2% | 2 | 1 | 5% | 2% | 3% | -1% | -4 | -4% |
| 38 | CCCN(C(=O)c1cccc(S(=O)(=O)N2CCN(Cc3ccccc3)CC2)c1)C1CCS(=O)(=O)C1 (stereo not drawn) | -8 | 3% | -5 | 3 | 0% | . | 4% | 1% | . | . |
| 39 | CCC(=O)N1c2ccc(S(=O)(=O)CCC(=O)N3CCn4c3nc3ccccc34)cc2CC1C (stereo not drawn) | 8 | 3% | -13 | 7 | -2% | 1% | 4% | -1% | 1 | -1% |
| 40 | O=C(NC1CCCN(Cc2ccc(Cl)cc2)C1)c1c(F)cccc1F (stereo not drawn) | 17 | 0% | 3 | 0 | -4% | 6% | 2% | 1% | 0 | -3% |
| 41 | CC(=O)c1cc(C#N)c(N2CCCCC2)nc1C | -1 | 7% | 2 | 35 | 0% | 0% | 4% | -1% | 0 | 17% |
| 42 | NS(=O)(=O)c1ccc(Nc2c([N+](=O)[O-])cncc2[N+](=O)[O-])cc1 | 3 | 3% | -20 | 7 | -1% | 1% | -9% | 1% | 1 | -7% |
| 43 | COc1ccc(CC(=O)Nc2ncc([N+](=O)[O-])s2)cc1OC | -89* | -4% | 6 | -6 | 2% | 1% | -4% | -10% | 11 | -2% |
| 44 | O=C(COC(=O)c1ncc(Cl)c(Cl)c1Cl)NCc1cccs1 | -21 | 1% | -17 | 10 | 1% | . | -8% | 6% | . | . |
| 45 | COCCCNC(=O)COc1ccc(-c2nccc(-c3ccccn3)n2)cc1 | -17 | 5% | 0 | -12 | -2% | 0% | 1% | -4% | 0 | -2% |
| 46 | O=C(COc1ccc2ccc(=O)oc2c1)NC(Cc1ccc(Cl)cc1)C(=O)O (stereo not drawn) | 4 | -3% | 5 | -5 | 3% | . | -11% | -3% | 7 | -6% |
| 47 | COc1cccc2c1cc1c(=O)n(CC(=O)NC3CCCCC3)nc(C)n12 | 17 | 0% | 5 | 9 | -4% | -1% | -7% | 3% | . | 7% |

Source: PubChem BioAssay
